eLon inh: E. coli protease La inhibition | purified E. coli Lon protease, fluorescence polarization | inhibition, % at 7.94 µM | hit rate 0.42% among 360,000 | AID 602123; in the data active = inhibition above about 13%, passing the limit was not always enough;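 also: 0% = enzyme with probe and DMSO and 100% = no enzyme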
Neddyl block: cullin neddylation inhibition; hit rate 0.58% among 360,000; calls only at 25 µM; TR-FRET cullin neddylation, biochemical; in the data active = inhibition above about 36%
FAS TE block: FAS thioesterase (human) inhibition. P49327. recombinant FAS-TE, OMFH fluorogenic substrate, fluorescence endpoint. inhibition, % at 15 µM. hit rate 0.67% among 360,000;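 active = compounds whose normalised, plate-corrected inhibition of enzyme fluorescence in the single-dose primary screen is 50% or more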;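 also: 0% = DMSO with enzyme and 100% = substrate without enzyme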
NRP1-CendR mod: NRP-1/CendR interaction modulation; O14786; FAM-RPARPAR peptide binding to NRP-1, fluorescence polarization; inhibition, % at 25 µM; hit rate 0.85% among 360,000;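 active = inhibition or corrected inhibition above about 18%, plus a signal ratio from 0.5 to 1.5, limit read from the data, passing the limit was not always enough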; also: strong numbers were not always called active
Rin1 Abl inh: inhibitors of human Rin1-Abl protein interaction. P00519+Q13671. TR-FRET Rin1/Abl binding, biochemical. inhibition, % at 7.35 µM. hit rate 0.4% among 360,000. AID 588664; in the data active = inhibition above about 5%, passing the limit was not always enough
Target sequence (P00519 whole entry, looked up): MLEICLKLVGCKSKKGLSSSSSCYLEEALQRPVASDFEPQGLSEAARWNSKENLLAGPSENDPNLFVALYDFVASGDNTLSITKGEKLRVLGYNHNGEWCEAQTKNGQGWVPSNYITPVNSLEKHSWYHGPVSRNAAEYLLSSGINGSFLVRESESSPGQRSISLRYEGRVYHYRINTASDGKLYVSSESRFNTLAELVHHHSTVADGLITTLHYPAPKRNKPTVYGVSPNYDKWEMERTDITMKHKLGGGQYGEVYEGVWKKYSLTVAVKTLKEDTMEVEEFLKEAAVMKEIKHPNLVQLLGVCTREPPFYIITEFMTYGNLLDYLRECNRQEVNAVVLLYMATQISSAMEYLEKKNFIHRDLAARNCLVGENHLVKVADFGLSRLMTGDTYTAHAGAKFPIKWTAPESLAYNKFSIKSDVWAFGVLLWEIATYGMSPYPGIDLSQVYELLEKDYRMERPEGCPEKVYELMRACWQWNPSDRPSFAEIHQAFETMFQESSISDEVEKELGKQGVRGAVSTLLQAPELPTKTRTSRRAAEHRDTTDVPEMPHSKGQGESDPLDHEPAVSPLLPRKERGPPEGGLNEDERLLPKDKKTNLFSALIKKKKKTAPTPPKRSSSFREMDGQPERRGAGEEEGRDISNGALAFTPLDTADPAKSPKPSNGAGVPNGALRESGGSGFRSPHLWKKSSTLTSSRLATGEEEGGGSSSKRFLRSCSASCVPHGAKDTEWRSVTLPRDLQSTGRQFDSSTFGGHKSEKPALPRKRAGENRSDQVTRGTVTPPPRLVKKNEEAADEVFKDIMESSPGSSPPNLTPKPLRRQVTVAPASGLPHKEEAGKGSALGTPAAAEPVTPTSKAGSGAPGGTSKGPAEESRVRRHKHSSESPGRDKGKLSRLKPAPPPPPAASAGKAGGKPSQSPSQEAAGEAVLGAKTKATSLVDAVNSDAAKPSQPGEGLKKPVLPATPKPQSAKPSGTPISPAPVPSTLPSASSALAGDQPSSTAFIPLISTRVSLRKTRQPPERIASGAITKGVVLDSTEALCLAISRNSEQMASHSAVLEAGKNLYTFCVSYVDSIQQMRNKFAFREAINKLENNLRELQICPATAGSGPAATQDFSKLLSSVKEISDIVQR
Target sequence (Q13671 whole entry, looked up): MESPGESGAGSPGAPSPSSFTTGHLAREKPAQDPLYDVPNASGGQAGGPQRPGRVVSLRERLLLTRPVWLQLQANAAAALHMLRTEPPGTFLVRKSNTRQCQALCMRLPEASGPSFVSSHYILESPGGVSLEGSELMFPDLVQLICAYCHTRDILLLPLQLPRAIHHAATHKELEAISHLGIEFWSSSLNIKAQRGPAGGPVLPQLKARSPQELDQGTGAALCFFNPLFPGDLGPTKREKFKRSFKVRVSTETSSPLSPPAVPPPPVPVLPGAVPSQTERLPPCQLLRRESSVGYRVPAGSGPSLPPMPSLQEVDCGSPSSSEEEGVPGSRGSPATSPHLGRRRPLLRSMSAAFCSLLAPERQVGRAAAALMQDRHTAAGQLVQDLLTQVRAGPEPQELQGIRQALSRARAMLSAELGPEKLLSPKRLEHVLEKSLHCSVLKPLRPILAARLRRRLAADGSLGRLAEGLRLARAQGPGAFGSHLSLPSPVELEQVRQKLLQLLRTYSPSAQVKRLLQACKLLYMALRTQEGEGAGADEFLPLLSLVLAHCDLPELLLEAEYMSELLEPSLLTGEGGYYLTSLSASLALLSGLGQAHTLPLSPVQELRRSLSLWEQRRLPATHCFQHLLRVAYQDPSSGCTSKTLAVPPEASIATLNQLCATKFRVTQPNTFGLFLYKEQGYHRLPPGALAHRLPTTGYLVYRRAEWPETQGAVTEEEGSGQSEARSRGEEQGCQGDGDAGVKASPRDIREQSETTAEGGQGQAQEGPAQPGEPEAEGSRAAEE
bovine MsrA act: bovine methionine sulfoxide reductase A activation | purified bovine MsrA, absorbance read-out | activation, % at 10.6 µM | hit rate 0.3% among 360,000 | AID 602163; in the data active = activation above about 7.5%;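 also: 0% = vehicle and 100% = reference activator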
SKN-1 block: inhibitors of C. elegans SKN-1; hit rate 0.49% among 360,000; inhibition, % at 21.8 µM; C. elegans VP596 Pgst-4::GFP/RFP ratio, acrylamide-induced, 24 h;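 active = interference check ratio from 0.5 to 1.5 plus GFP to RFP signal ratio inhibition reaching or exceeding a fixed threshold, cut at about 30% in these data, passing the limit was not always enough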; also: some compounds called inactive have numbers as strong as hits
MT1-MMP act inh: inhibitors of human MT1-MMP activation; P50281; HT1080 RFP-PRO-GFP cells, GFP/RFP ratio fluorescence, overnight; percent of plate control window, DMSO zero; GFP/RFP ratio change, % at 20 µM; hit rate 0.061% among 360,000; AID 651647;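 active = GFP/RFP ratio change of at least 30% with cell ATP level not reduced by more than half and red fluorescence within 50% of control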; also: strong numbers were not always called active
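Material: RFP-PRO-GFP reporter HT1080 cells. Dosing: single-point 20 µM compound, 1% DMSO. Controls: DMSO and RFP-L50D-GFP cell wells. Timing: cells overnight before dosing, compound overnight, 37 °C, 5% CO2. Measure: GFP/RFP fluorescence ratio.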
MsrA inhibitor: inhibits bovine methionine sulfoxide reductase A; purified bovine MsrA, absorbance read-out; inhibition, % at 15.5 µM; hit rate 0.75% among 360,000; in the data active = inhibition above about 4.5%;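 also: 0% = vehicle wells with enzyme and 100% = reference inhibitor wells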
Numbers without * were called inactive; i = inactive; x = no result given; & = joins results of further samples. Not all compounds are listed (hit frequency here may not be typical).

SMILES | eLon inh | Neddyl block | FAS TE block | NRP1-CendR mod | Rin1 Abl inh | bovine MsrA act | SKN-1 block | MT1-MMP act inh | MsrA inhibitor
S=P1(Oc2ccccc2)Nc2ccccc2N1 | -8 | i | -2 | 8 | -2 | -1 | -7 | 3 | -1.2
CC(=O)c1cc(C#N)c(N2CCN(C)CC2)nc1C | 1 | i | -8 | 8 | 2 | -6 | -2 | -13 | 1.1
CN1C(=O)C(=Cc2cn(CC#N)c3ccccc23)C(=O)N(C)C1=O | -55 | i | -8 | -30 | 4 | -3 | 5 | -6 | 1.0
O=C(CNS(=O)(=O)c1ccc(Br)s1)N1CCC2(CC1)OCCO2 | -2 | i | -3 | -11 | 0 | -3 | -4 | 1 | -0.5
Cc1c(N=Cc2c(O)n(Cc3ccco3)c(=O)[nH]c2=O)c(=O)n(-c2ccccc2)n1C | -41 | i | -2 | -14 | 3 | -2 | 11 | -4 | 3.1
C=CCN1CC[C@]23c4c5ccc(O)c4OC2C(O)C=CC3[C@H]1C5 (stereo partly specified) | -6 | i | 2 | -18 | 2 | -1 | 13 | -2 | -0.5
Oc1ccc(CCNCc2cc3c(cc2Br)OCO3)cc1 | 6 | i | -7 | 4 | 4 | -8 | 2 | 2 | -1.9
CN(C)[C@@H]1C(=O)C(C(N)=O)=C(O)[C@@]2(O)C(=O)C3=C(O)c4c(O)cccc4[C@@](C)(O)[C@H]3[C@H](O)[C@@H]12 | 37&30 | i | 8&4 | -32&-28 | 16* | -5&-5 | 4&8 | -7&-6 | 1.5
CC1(C)NC(=S)C(C)(C)N1N=O | -8 | i | -7 | 20 | 2 | -2 | -3 | 1 | -0.8
O=C(CCN1CCCCC1)Nc1ccc(Cl)cc1C(=O)c1ccccc1 | 9 | i | -1 | -5 | 0 | -2 | 7 | 3 | 0.9
Cc1ccc(Cn2c(C)c3cnn(CC(=O)N4CCC5(CC4)OCCO5)c(=O)c3c2C)cc1 | -1 | i | -1 | 17 | -1 | 1 | 2 | -10 | 0.8
Cc1cc(C(=O)Nc2ccccc2)nn1C(C)(C)C | 20 | i | -4 | 7 | -3 | -6 | 15 | 0 | 0.8
O=C1OCCC1C(=O)c1ccccc1 (stereo unspecified) | -3 | i | -6 | 1 | 1 | -4 | -9 | 5 | -0.6
Cc1ccc(N)c(N)c1 | 4 | i | -8 | -6 | 0 | -1 | 2 | 5 | 0.6
Cc1ccc2c(c1)N(C(=O)CCC(=O)N1CCC3(CC1)OCCO3)CCO2 | -1 | i | -8 | -4 | 2 | -1 | 1 | -1 | 0.3
NC1(C(=O)O)CCCc2ccc(N(CCCl)CCCl)cc21 (stereo unspecified) | -7 | i | 0 | 24 | 0 | -2 | 3 | 1 | 0.8
CN1CCN(C(=O)COc2ccc(S(=O)(=O)Nc3ccc(F)cc3)cc2)CC1 | 0 | i | -3 | -7 | -2 | -1 | 3 | 0 | 1.1
CN(Cc1cccc(-c2ccncc2)c1)C(=O)Oc1ccccc1Cc1ccccc1 | -6 | i | 22 | -1 | x | 2 | 6 | 4 | x
COc1cccc(CCNCc2cccc(C(F)(F)F)c2)c1 | -7 | i | 3 | 3 | 5 | -7 | -4 | -2 | -2.2
COC(=O)C1=C(c2ccccc2)C[C@@H]2CC[C@H]1N2C(=O)NCc1ccco1 | 1 | i | -6 | -17 | 1 | -1 | 3 | -3 | -1.0

2 consecutive compounds already listed, for reference:
SMILES | eLon inh | Neddyl block | FAS TE block | NRP1-CendR mod | Rin1 Abl inh | bovine MsrA act | SKN-1 block | MT1-MMP act inh | MsrA inhibitor
COc1cccc(CCNCc2cccc(C(F)(F)F)c2)c1 | -7 | i | 3 | 3 | 5 | -7 | -4 | -2 | -2.2
COC(=O)C1=C(c2ccccc2)C[C@@H]2CC[C@H]1N2C(=O)NCc1ccco1 | 1 | i | -6 | -17 | 1 | -1 | 3 | -3 | -1.0

Next structures follow:
SMILES | eLon inh | Neddyl block | FAS TE block | NRP1-CendR mod | Rin1 Abl inh | bovine MsrA act | SKN-1 block | MT1-MMP act inh | MsrA inhibitor
Oc1ccc2c3c1O[C@H]1c4[nH]c5ccccc5c4C[C@@]4(O)[C@@H](C2)N(CC2CC2)CC[C@]314 | -3 | i | -1 | -3 | 0 | -5 | -15 | -6 | -0.7
O=C1NC(=O)C(=Cc2cccs2)C(=O)N1 | 3 | i | -4 | -16 | 4 | -4 | -6 | 5 | 0.1
CCN1CCN(c2nc3c(c(=O)[nH]2)CCC3)CC1 | -12 | i | -4 | -6 | 0 | -2 | 3 | -2 | 1.3
Cc1cccc(-n2c(O)c(/C=N/N3CCOCC3)c(=O)[nH]c2=S)c1 | -18 | i | -18 | -10 | -1 | -1 | -4 | 0 | 0.7
CCOc1ccc(N2C(=O)NC(=O)/C(=C\c3ccccc3[N+](=O)[O-])C2=O)cc1 | -17 | i | -4 | 0 | -2 | -2 | -1 | -1 | 0.8
CCOCCCn1c(N)c(C(=O)Nc2sc3c(c2C(=O)OC)CCCC3)c2nc3ccccc3nc21 | -58 | x | 0 | -120 | 22* | -1 | 19 | -134 | 1.5
CNC1(c2ccc(F)cc2)CCCCC1 | -16 | i | -12 | 6 | 2 | -2 | 7 | 0 | 0.0
CC[N+](CC)(CC)CCCOC(=O)C(O)(c1ccccc1)C1CCCCC1 (stereo unspecified) | 3 | i | -8 | -1 | 1 | -1 | -6 | 1 | -0.4
C(=NC1CCCCC1)c1c[nH]c2ccccc12 | -2 | i | -10 | -21 | 1 | -1 | 3 | -2 | -1.1
O=c1[nH]c(=O)n(-c2ccccc2)c(O)c1N=Nc1ccc(Br)cc1 | -1 | i | 1 | 9 | -1 | -10 | -14 | 10 | 2.2
O=C(O)C1(Br)CC12c1ccccc1-c1ccccc12 (stereo unspecified) | -10 | i | -5 | -4 | 2 | 2 | -3 | -5 | -0.8
O=c1cc(CN2CC=C(c3ccccc3)CC2)c2c(ccc3ccccc32)o1 | -2 | i | 30 | -19 | -2 | -3 | -4 | -3 | 0.8
CCC(=NCc1ccco1)c1c(O)n(-c2ccccc2)c(=O)[nH]c1=O | -2 | i | -8 | 6 | 1 | 4 | 9 | 1 | -0.2
O=C1NC(=O)N(c2ccc3c(c2)OCO3)C(=O)/C1=C\c1ccsc1 | -44 | i | -3 | -17 | -2 | -3 | 1 | -17 | -0.8
Clc1cccc(N2CCNCC2)n1 | -6 | i | -3 | -1 | 0 | -3 | 7 | 0 | 0.4
COc1ccc(CN2Cc3cnnn3-c3ccccc3C2C)cc1 (stereo unspecified) | 0 | i | -2 | 3 | -1 | -3 | 1 | 5 | -0.5
O=C(NC1CC2CCCC(C1)N2)c1ccccc1 (stereo unspecified) | -9 | i | -6 | 0 | 2 | 2 | 8 | 1 | -0.4
O=C1C(Br)C2CCC1C2C(=O)O (stereo unspecified) | -2 | i | -7 | -6 | 0 | -1 | 4 | 0 | 0.0
CCCCOc1ccc(CC2C(=O)N(C)C(=O)N(C)C2=O)cc1 | -8 | i | -4 | 5 | 0 | -11 | -10 | 4 | 0.2
CC(=O)O[C@@H]1[C@H]2CC[C@@H]3[C@]1(C[C@@H](OC(C)=O)[C@@]1(O)C([C@@H]4O[C@@H]4C1(C)C)[C@]3(C)O)C[C@@]2(C)O (stereo partly specified) | 0 | i | -7 | 12 | -1 | -3 | 9 | 0 | -1.2
Cc1cc(Cl)ccc1C(=O)C1CCCN(Cc2ccon2)C1 (stereo unspecified) | 6 | i | -1 | -4 | 0 | -3 | 5 | 2 | -0.1
Cc1cccc(C#N)c1 | 1 | i | 0 | -10 | -1 | -5 | -2 | -4 | 0.0
Nc1nnc(CCN2CCCCC2)s1 | -1 | i | -8 | 6 | 0 | 2 | -17 | 5 | 0.2
C[C@H]1CC2C3CC=C4C[C@@H](O)CC[C@]4(C)C3CC[C@]2(C)[C@H]1O (stereo partly specified) | 2 | i | 3 | 0 | -1 | -3 | -10 | 1 | 0.0
O=C(CCc1ccc(O)cc1)N1C[C@H]2C[C@@H](C1)c1cccc(=O)n1C2 | 3 | i | -3 | -4 | -1 | 0 | 33 | 1 | -0.9
CC1CC=CCC12C(=O)NC(=S)NC2=O (stereo unspecified) | -12 | i | -5 | -12 | 1 | -1 | 8 | 1 | 0.8
O=C1CC(=O)N(c2cccc(F)c2)C(=O)N1 | -29 | i | -5 | -2 | -1 | -1 | 12 | -1 | 1.0
Cc1ccc(NP(=O)(Oc2ccccc2F)Oc2ccccc2F)cc1 | 4 | i | 28 | 2 | 0 | 0 | 5 | 3 | -1.2
COC(=O)C1=C(c2ccc(OC(F)(F)F)cc2)C[C@@H]2CC[C@H]1N2C(=O)NC(C)C | -2 | i | -6 | -8 | 1 | 6 | 16 | 3 | 1.1
COc1ccc(C(c2c(O)c3ccccc3oc2=O)c2c(C)n(C)n(-c3ccccc3)c2=O)cc1 (stereo unspecified) | -7 | i | -1 | -7 | 0 | 3 | 0 | 1 | -0.6
CCCCn1c(O)c(C(CC)=Nc2ccc(OCC)cc2)c(=O)[nH]c1=O | -2 | i | 12 | -1 | -3 | -12 | -16 | -1 | 0.1
Clc1ccc(C(Cl)(Cl)Cl)c(Cl)c1 | 2 | i | 6 | -5 | 1 | -3 | -1 | 3 | -0.1
C#C[C@]1(O)CCC2C3CC=C4C[C@H](O)CC[C@]4(C)C3CC[C@@]21C (stereo partly specified) | -8 | i | -3 | 0 | -2 | -4 | 26 | 7 | -0.6
C#C[C@]1(O)[C@H](O)CC2C3CC[C@H]4C[C@@H](O)CC[C@]4(C)C3CC[C@@]21C (stereo partly specified) | -6 | i | -3 | 8 | 1 | 5 | -2 | 8 | 0.8
O=C1NC(=O)C2(CCCC2)C(=O)N1 | -7 | i | -7 | 15 | 6 | -5 | 11 | 1 | 0.8
Cc1cccc2c1N(N=O)CCC2 | 3 | i | -1 | -6 | 1 | -4 | -8 | -8 | -0.2
C/C(=N\NC(=O)c1ccncc1)c1c(O)n(-c2ccccc2)c(=O)[nH]c1=O | -10 | i | -8 | 0 | -4 | -2 | -3 | -1 | 3.9
COc1ccc2[nH]cc(C(=O)CN(C)C)c2c1 | -4 | i | -4 | 7 | 0 | -2 | 2 | 0 | 0.0
O=C(c1cc2nc(-c3ccccc3)cc(-c3ccccc3)n2n1)N1CCC2(CC1)OCCO2 | 4 | x | 20 | 6 | 0 | -7 | -9 | -6 | -0.4
O=C(N/N=C/c1c(O)n(CCc2ccc(F)cc2)c(=O)[nH]c1=O)c1ccccc1 | -20 | x | 19 | -11 | 1 | 4 | 6 | -8 | 0.2
Cc1cc(OCC(=O)NCC2CCC(C(=O)O)CC2)c2c3c(c(=O)oc2c1)CCC3 (stereo unspecified) | -2 | x | -1 | 6 | -1 | -5 | -8 | 5 | 1.5
CCn1cc(C(=O)N2CCCCC2)c2ccccc21 | 3 | i | -2 | -2 | 2 | -2 | 3 | -4 | 0.4
CCC[N+]12CCC(CC1)C(=C(c1ccccc1)c1ccccc1)C2 | -16 | i | -8 | -4 | 2 | -1 | -7 | 1 | 0.6
O=C(Cc1ccccc1)OCC(=O)c1ccccc1 | 10 | i | 0 | 11 | -1 | -5 | -2 | -3 | -0.8
CCOC(=O)c1c(/N=C/C2C(=O)NC(=S)NC2=O)sc2c1CCC2 | -282 | i | -26 | 13 | -3 | -5 | 10 | -113 | x
CCOCCN1CCC(OC(C)=O)C(C)C1 (stereo unspecified) | -7 | i | -10 | 6 | 3 | -10 | -18 | -3 | -0.4
Cc1ccc(/C=C2\C(=O)NC(=O)N(CCc3ccc(F)cc3)C2=O)o1 | -93 | i | -11 | -18 | 1 | -3 | 31 | -1 | 0.1
O=C(N/N=C/c1c(O)n(Cc2ccccc2)c(=O)[nH]c1=O)c1ccncc1 | -27 | i | 1 | -51 | -4 | -4 | -11 | -12 | 2.8
CC1CN1P(=O)(Oc1ccccc1)N1CC1C (stereo unspecified) | -5 | i | -6 | 9 | -2 | -1 | -1 | 3 | -1.1
CCCCC1(CN2CCCC2=O)C(=O)NC(=O)NC1=O | -11 | i | -5 | 23* | 1 | 0 | 3 | -3 | 0.2

Bioassay records: PubChem, several laboratories
